XBP1 UPR activ: adaptive UPR (XBP1) activation. CHO-XBP1 luciferase reporter, IRE1-XBP1 UPR activation, luminescence; percent of tunicamycin response, DMSO as zero. 0.33% of 330,000 active. activation, % at 20 µM;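 active = versus positive control, 20 µM dose yields 30% or more activation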;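 note: 100% = tunicamycin at 10 µg/mL and 0% = DMSO only wells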
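Material: IRE1-XBP1 luciferase reporter CHO line / Quantity: one thousand reporter cells per well / Buffer or medium: F12 with 10% serum / Compound: 20 µM single concentration, DMSO 1% / Times: 6 h treatment, 37 °C / Detection: Steady-Glo luciferase glow luminescence, 10 min after reagent addition / Benchmarks: tunicamycin high, DMSO low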
CHOP UPR activ: activators of apoptotic arm of unfolded protein response (CHOP); 0.34% of 330,000 active; activation, % at 10 µM; CHO-CHOP luciferase reporter, UPR activation, luminescence; percent of tunicamycin response over DMSO baseline;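 active = at 10 µM dose, activation of 40% or more, normalized to positive control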;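 note: 100% = tunicamycin at 10 µg/mL and 0% = DMSO alone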
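System: CHO CHOP reporter cells. Amount: 500 cells per well. Buffer or medium: F12 medium, 10% FBS. Compound dosing: one dose, 10 µM in 0.5% DMSO. Incubation: 6 h compound exposure at 37 °C after overnight seeding. Technique: Steady-Glo luciferase luminescence. Benchmarks: tunicamycin and DMSO controls.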
tim23-1 inh: inhibits growth of tim23-1 mutant yeast | S. cerevisiae tim23-1 growth, BacTiter-Glo luminescence, 24 h | inhibition, % at 20 µM | 1.3% of 330,000 active | AID 463212;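 active = growth inhibition of the mutant yeast at or above 50%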;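 note: temperature-sensitive mutant grown at 25 °C; plate controls were DMSO-treated mutant yeast for no effect and medium wells lacking yeast for full effect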
EBI2 block: blocks human EBI2 receptor beta-arrestin signaling | inhibition, % at 5 µM | P32249 | EBI2 beta-arrestin recruitment, luminescence, 7a,25-OHC stimulated | 0.81% of 360,000 active; in the data active = inhibition above about 38%;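 note: enzyme fragment complementation signal reports receptor beta-arrestin coupling in cells; 0% = agonist plus DMSO wells and 100% = wells without agonist; some results beyond the cut were filed as inactive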
CCR6 antagonist: antagonists of human CCR6 receptor; P51684; 0.49% of 340,000 active; inhibition, % at 20 µM; CHO-K1 CCR6 PathHunter beta-arrestin, luminescence, CCL20-stimulated;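 active = compounds whose inhibition of the agonist-driven luminescence signal at 20 µM reaches about 50%, limit read from the data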;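 note: cells stimulated with CCL20 at 14 nM final; plate controls were DMSO with CCL20 for no effect and DMSO without agonist for full effect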
Target sequence (P51684 whole entry, looked up): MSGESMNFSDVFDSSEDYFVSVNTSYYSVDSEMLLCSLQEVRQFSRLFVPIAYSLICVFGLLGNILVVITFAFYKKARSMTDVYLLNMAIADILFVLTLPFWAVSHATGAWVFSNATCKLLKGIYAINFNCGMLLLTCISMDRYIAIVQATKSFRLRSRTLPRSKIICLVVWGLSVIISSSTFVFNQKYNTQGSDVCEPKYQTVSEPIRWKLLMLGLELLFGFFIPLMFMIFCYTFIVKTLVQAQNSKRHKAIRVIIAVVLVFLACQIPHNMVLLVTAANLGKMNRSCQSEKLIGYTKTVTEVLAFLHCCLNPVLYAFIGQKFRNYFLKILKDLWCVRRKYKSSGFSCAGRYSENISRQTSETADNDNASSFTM
CXCR6 inh: CXCR6 (human) receptor inhibition; O00574; CHO-K1 PathHunter CXCR6 beta-arrestin, luminescence; inhibition, % at 20 µM; 0.36% of 360,000 active; AID 602244; in the data active = inhibition above about 34%, passing the limit was not always enough;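 note: antagonist mode with CXCL16 agonist at 10 nM final; 0% = 10 nM CXCL16 with DMSO and 100% = unstimulated wells without agonist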
Mdm2 MdmX PPI: disrupts the human Mdm2-MdmX interaction; inhibition, % at 8 µM; SaOS-2 split-luciferase Mdm2/MdmX complementation, luminescence; 3% of 330,000 active; O15151+Q00987;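 active = inhibition of at least 50% at 8 µM in the primary screen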
APJ agonist: APJ receptor agonism. CHO-K1 APJ PathHunter beta-arrestin, luminescence; 0% DMSO wells, 100% apelin. P35414. activation, % at 20 µM. 0.11% of 330,000 active;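 active = activation more than six SD over the plate average, tested at 20 µM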;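 note: 0% = DMSO alone and 100% = apelin-13 at 10 nM; some results filed as inactive read as strong as hits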
Target sequence (P35414 whole entry, looked up): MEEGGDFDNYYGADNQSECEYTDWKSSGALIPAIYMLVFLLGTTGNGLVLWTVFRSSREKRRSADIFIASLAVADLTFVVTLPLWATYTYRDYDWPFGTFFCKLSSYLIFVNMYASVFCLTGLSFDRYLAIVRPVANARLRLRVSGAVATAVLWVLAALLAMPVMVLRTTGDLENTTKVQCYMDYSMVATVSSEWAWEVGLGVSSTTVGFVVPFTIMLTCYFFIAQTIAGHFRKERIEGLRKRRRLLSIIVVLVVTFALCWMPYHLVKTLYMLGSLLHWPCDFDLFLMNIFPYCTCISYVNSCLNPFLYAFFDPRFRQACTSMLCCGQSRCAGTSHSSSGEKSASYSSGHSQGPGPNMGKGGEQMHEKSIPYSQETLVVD
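Test system: CHO-K1 APJ beta-arrestin complementation cell line | Compound: Single test compound dose, 20 µM final, 1% DMSO | Incubation: Compound 90 min 25 °C, reagent 1 h | Measured by: beta-gal luminescence | Read-out basis: APJ–arrestin association signal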
APJ antag: APJ receptor antagonism; P35414; CHO-K1 APJ beta-arrestin complementation, luminescence; inhibition, % at 20 µM; 0.32% of 330,000 active; AID 2521;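 active = inhibition above about 40% at 20 µM, limit read from the data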;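 note: cells challenged with 10 nM apelin-13 agonist together with compound; plate controls were apelin-13 plus DMSO wells for no effect and DMSO wells lacking apelin-13 for full effect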
Starred values were filed as active, the others as inactive; · = no result given.

canonical_smiles,CHOP UPR activ,APJ agonist,tim23-1 inh,XBP1 UPR activ,CXCR6 inh,APJ antag,Mdm2 MdmX PPI,EBI2 block,CCR6 antagonist
COc1cccc(CNCC(=O)NC(=O)NC2CCCC2)c1,0.6,-2.0,15.1,-0.1,-6.0,-2.8,1.6,-5.7,-2.1
CCOc1ccc2nc(NC(=O)C3CCCN(S(=O)(=O)c4c(C)noc4C)C3)sc2c1 (stereo unspecified),1.1,-1.1,0.4,2.6,3.1,2.8,43.7,6.0,-2.8
COc1ccc(C(=O)NCc2ccncc2)cc1S(=O)(=O)N1CCOCC1,-2.8,0.7,-14.4,-0.5,-7.1,-11.4,-4.6,-0.8,-8.5
O=[N+]([O-])c1cccc(-n2nnnc2CN2CCCCCC2)c1,-0.1,-0.8,-13.8,8.1,5.4,-17.9,14.1,7.6,6.3
Cc1nc(SCC(=O)Nc2nnc(C(C)C)s2)n[nH]1,1.2,-2.5,-10.2,-0.2,-2.5,5.8,19.2,2.4,6.2
O=C(NCCCN1CCOCC1)C1CCC(=O)N1CCc1ccccc1 (stereo unspecified),0.5,-1.9,-12.7,-1.5,-2.2,11.2,18.4,-7.6,5.7
CC(=O)C1=C(NC(=O)c2ccc(C(F)(F)F)cc2)C[C@@H]2[C@H]1C2(C)C,-2.0,-4.6,8.9,-0.6,-2.3,-7.2,-5.1,-6.7,9.6
COC(=O)c1sccc1NC(=O)Nc1cc(C)ccc1OC,-1.3,-8.5,26.4,-5.7,3.3,13.2,1.0,13.1,8.9
CCCS(=O)(=O)N1CCCC(C(=O)NCC2CCCO2)C1 (stereo unspecified),0.1,-2.3,21.0,0.7,-3.1,5.3,-2.5,-7.8,-7.1
COc1ccc(C(=O)NCc2ccccn2)cc1,-0.5,-6.2,-1.1,2.6,9.3,1.2,-8.4,-7.4,-10.3
Cc1cccc(Cn2c(NCC(C)O)nc3c2c(=O)n(C)c(=O)n3C)c1 (stereo unspecified),2.1,-1.7,5.9,-2.7,2.5,15.5,27.0,-7.7,8.6
C/C(=N\NC(N)=O)C1CC(Cc2ccccc2)C(=O)O1 (stereo unspecified),0.0,3.9,3.0,0.3,-4.1,6.2,-4.0,-1.0,-4.1
C=CCn1c(COc2ccccc2)nnc1SCC(=O)NCC(=O)OCC,0.8,-3.0,11.3,-1.7,-2.5,4.6,17.6,-2.4,-8.8
CC(C)OCCCNC(=O)CN1C(=O)CC(C)(C)S(=O)(=O)c2ccccc21,1.4,-3.3,0.8,-1.2,-3.4,-0.1,15.1,-7.4,21.9
Cc1ccc2[nH]c(=O)c(CN(Cc3nnnn3C3CCCC3)C3CCCCC3)cc2c1,-1.5,-2.1,37.0,-2.1,0.7,15.8,0.2,1.9,9.5
Cc1ccccc1NC(=O)COc1ccc(S(=O)(=O)N2CCCC2)cc1C,2.2,-5.9,5.6,0.1,-1.4,6.3,30.0,0.6,3.2
CCOC(=O)c1c(/N=C/c2ccc(O)cc2O)sc2c1CCC2,2.1,0.8,4.9,-3.8,·,3.1,-7.5,·,·
COc1cccc(OC)c1C(=O)Nc1ccc(C)cc1C(=O)c1ccccc1,-0.8,-3.8,36.8,1.1,-4.3,-8.2,17.0,-7.1,13.1
O=c1c2[nH]c3ccccc3c2ncn1Cc1ccncc1,-1.1,7.3,7.6,-2.8,-5.9,10.7,9.7,-3.0,2.8
Cc1ccc(C)c(NC(=O)CCC(=O)N/N=C/c2cccnc2)c1,-0.6,-5.9,-14.5,-3.3,-6.9,2.0,10.6,-7.4,-8.7
COc1ccc(CC(NC(C)=O)C(=O)N2CCN(C(=O)N(C(C)C)C(C)C)CC2)cc1 (stereo unspecified),-0.6,-4.4,-7.6,0.0,-4.0,12.4,8.0,-0.4,1.5
S=C(NCC1CCCO1)Nc1cccc2ccccc12 (stereo unspecified),0.3,-3.8,2.1,-1.7,-5.0,-12.3,-31.3,5.6,2.6
COc1ccc2c(CC#N)c[nH]c2c1,-0.7,2.0,14.9,-1.1,-14.5,5.5,-12.1,-3.2,-3.8
CC(C)COc1cccc(C(=O)NC(=S)NCc2cccnc2)c1,-2.0,-3.5,38.5,-0.1,-18.7,19.9,24.6,12.7,13.4
CC(=O)Nc1ccc(NC(=O)C2CCN(S(=O)(=O)c3ccc4c(c3)OCCO4)CC2)cc1,-2.6,1.3,1.7,1.6,-3.4,3.7,7.1,-12.1,5.8
COc1cc2c(cc1OC)CN(c1ccc([N+](=O)[O-])cc1C#N)CC2,1.8,1.1,22.8,1.8,-12.9,-2.0,4.1,-5.2,8.4
CC(=O)Oc1c(Cl)cc(N(C(C)=O)S(=O)(=O)c2ccccc2)c2ccccc12,1.3,16.8,25.3,0.6,-24.1,-24.2,22.9,-8.3,-14.4
COc1cccc(C2=CC(c3cccc(OC)c3OC(F)F)n3nnnc3N2)c1 (stereo unspecified),0.5,-2.8,-32.6,0.3,2.2,9.1,17.3,-0.2,-2.1
Nn1c(SCC(=O)NC2CCCCC2)nnc1C1CC1,-0.2,-1.9,-0.8,-1.0,0.7,-6.8,-12.9,6.8,-4.5
C=CCNc1nc(Nc2ccccc2F)nc(OCC)n1,4.5,-3.4,16.5,3.4,-4.9,11.7,-15.0,1.8,5.2
O=S(=O)(c1cccs1)N1CCC(CO)(Cc2ccc(Cl)cc2)CC1,-0.6,-1.5,29.5,-3.8,-6.6,-2.6,25.2,5.6,15.4
Cc1nn(-c2cccc(C(F)(F)F)c2)c(Cl)c1/C=N/n1cnnc1,-0.6,-0.5,20.4,-4.3,-3.0,22.8,12.5,2.8,-26.4
Cc1cc(C(=O)Cn2cc(C(F)(F)F)ccc2=O)c(C)n1CC1CCCO1 (stereo unspecified),-0.1,-2.5,11.2,-0.3,-6.8,3.6,-53.8,-3.4,6.2
Cc1cc(C)c(OCCCCN2CCC(C)CC2)c(Br)c1,-0.6,-0.1,6.8,1.4,-11.7,12.9,-15.4,8.5,11.1
CCCCOC(=O)Cn1c(=O)c2c(nc3n2CCCCN3c2ccc(C)cc2)n(C)c1=O,-1.4,-5.6,17.6,-2.8,8.0,-0.5,-9.0,2.4,25.4
Cc1ccc(-n2nnnc2-c2cnc3cc4c(cc3c2C)OCO4)cc1,-1.2,1.1,35.8,1.2,-3.8,-3.6,-2.9,14.1,-11.1
CN(CCc1ccccn1)C(=O)CCC1CCCN(C(=O)CCOc2ccccc2)C1 (stereo unspecified),-2.5,-2.1,8.7,3.9,-5.0,2.0,5.4,-2.8,2.5
CN(C)C1(CNC(=O)C2CCN(S(=O)(=O)c3cc(Cl)ccc3Cl)CC2)CCCCC1,2.8,-4.3,5.6,-2.7,3.3,-12.3,16.1,-1.1,13.6
CCOC(=O)C1CCN(C(=O)COc2ccc(Cl)cc2)CC1,-1.0,5.3,17.0,-0.3,5.9,8.2,-27.9,75.1*,7.2
O=C(c1n[nH]c(=O)c2ccccc12)N1CCN(S(=O)(=O)c2ccccc2Cl)CC1,-1.4,1.1,15.1,0.2,-14.3,4.2,15.1,1.5,7.1
Brc1cc2c(cc1CSc1ncccn1)OCO2,1.8,2.6,31.1,10.3,-5.1,-27.3,2.3,-3.6,14.9
C[C@H]1CN([C@@H](C)CO)C(=O)c2cc(NC(=O)Nc3cccc4ccccc34)ccc2O[C@@H]1CN(C)Cc1ccc(-c2ccccc2)cc1,0.1,-2.8,23.1,-1.3,-3.2,-4.8,20.6,3.2,2.1
Cc1ccc(NC(=O)CSc2nc(N)c3c4c(sc3n2)CSC(C)(C)C4)cc1,-1.9,0.2,-12.0,-2.6,-13.0,2.1,23.4,-4.2,-6.4
CC(C)N(CCO)C(=O)CCc1nnc(Cc2cccc(C(F)(F)F)c2)o1,0.5,0.6,7.5,-1.9,0.7,9.7,2.4,-5.9,-3.1
O=C(CN1C(=O)NC2(CCCC2)C1=O)OCc1ccc(Br)cc1,0.1,-4.2,8.2,0.1,-2.6,18.9,11.0,-11.4,9.4
Cc1ccc(C2C(C#N)=C(N)Oc3c2sc2ccccc32)o1 (stereo unspecified),3.8,5.6,24.5,-2.3,·,-27.9,-6.2,·,·
CCCCCCCC1CC(=O)C=C(C)C1C(=O)OCC (stereo unspecified),-1.3,-4.4,24.6,1.4,8.6,9.2,21.0,-1.2,-5.8
Cc1ccc(C2=NOC3(CC(=O)N(c4ccc(C)cc4)C3=O)C2)cc1 (stereo unspecified),1.7,1.8,-1.5,2.2,-7.2,-10.1,9.2,4.1,12.0
CCN1CCN(C(=O)CN(c2ccccc2C)S(C)(=O)=O)CC1,1.6,-3.5,-3.8,0.1,0.3,-4.2,17.0,2.4,-0.4
FC(F)(F)c1nc2ccccc2c2nc3ccccc3n12,-1.6,-0.7,1.4,2.9,-3.7,-4.3,-2.0,-2.1,-4.8

Additional results
canonical_smiles,CHOP UPR activ,APJ agonist,tim23-1 inh,XBP1 UPR activ,CXCR6 inh,APJ antag,Mdm2 MdmX PPI,EBI2 block,CCR6 antagonist
Cc1ccc(NCc2nnc(SCC(=O)O)n2-c2ccc(C)cc2)cc1,1.2,-3.4,7.0,0.2,-1.3,6.0,8.3,-5.4,9.5
O=C(Oc1ccc(Br)cc1)C1CC(=O)N(c2ccc(F)cc2)C1 (stereo unspecified),-0.5,-0.9,10.9,0.5,-7.2,1.7,16.4,-1.4,-9.2
CC1(C)Cc2ccccc2C(=O)N1,-2.0,0.0,-1.4,-1.2,-0.4,21.0,8.4,1.6,-19.8
Cc1nc(CNC(=O)C2CCC(=O)N(Cc3cccc(F)c3)C2)sc1C (stereo unspecified),1.1,-7.7,-1.9,-6.7,10.9,3.1,11.2,-3.5,11.2
Cc1cnc(NC(=O)c2ccc3ncsc3c2)s1,-0.9,-2.3,12.0,1.2,-9.1,-1.2,-168.7,3.8,14.7
O=C(Nc1cccc(S(=O)(=O)N2CCCCC2)c1)c1ccc([N+](=O)[O-])o1,54.9*,4.2,-108.9,2.3,-1.8,-47.6,30.3,4.0,14.1
COc1cc(C(=O)NC2CCN(CC(=O)Nc3cccc(C)c3C)CC2)cc(OC)c1OC,-1.0,-3.1,-3.1,-6.2,8.5,7.3,10.0,-2.3,1.3
O=c1[nH]c(=S)n(-c2cccc(C(F)(F)F)c2)c(O)c1C=NCCN1CCNCC1,0.6,0.1,-1.0,3.7,4.3,4.2,9.1,5.2,10.4

Single records (already shown). Order of values: CHOP UPR activ | APJ agonist | tim23-1 inh | XBP1 UPR activ | CXCR6 inh | APJ antag | Mdm2 MdmX PPI | EBI2 block | CCR6 antagonist
Record of Cc1nc(CNC(=O)C2CCC(=O)N(Cc3cccc(F)c3)C2)sc1C (stereo unspecified) : 1.1 | -7.7 | -1.9 | -6.7 | 10.9 | 3.1 | 11.2 | -3.5 | 11.2
Record of Cc1cnc(NC(=O)c2ccc3ncsc3c2)s1 : -0.9 | -2.3 | 12.0 | 1.2 | -9.1 | -1.2 | -168.7 | 3.8 | 14.7

The list is partial; count on the stated rates, not on these rows.
